# Source: PubChem BioAssay (Sanford-Burnham Center for Chemical Genomics)
# UBC13 inh = UBC13 polyubiquitin chain formation inhibitors, primary screen, biochemical, TR-FRET, uHTS; Ubiquitin-conjugating enzyme E2 N (Homo sapiens), P61088; AID 485273, 2010; inhibition, % at 20 µM; 330,000 tested, 0.47% active; in the data active = inhibition above about 45%, passing the limit was not always enough
# Target sequence (P61088 whole entry, looked up): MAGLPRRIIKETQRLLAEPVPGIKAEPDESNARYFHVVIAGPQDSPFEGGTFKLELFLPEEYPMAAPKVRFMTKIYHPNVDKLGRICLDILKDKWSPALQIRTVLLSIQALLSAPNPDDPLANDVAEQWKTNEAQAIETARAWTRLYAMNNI
# CXCR6 inh = CXCR6 receptor inhibitors, primary screen, cell-based, beta-arrestin, luminescence, CHO-K1 PathHunter, 1536-well; inhibition, % at 20 µM; 360,000 tested, 0.36% active; in the data active = inhibition above about 34%, passing the limit was not always enough;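 also: antagonist mode with CXCL16 agonist at 10 nM final; 0% = 10 nM CXCL16 with DMSO and 100% = unstimulated wells without agonist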
# EBI2 antag = EBI2 receptor antagonists, beta-arrestin recruitment, primary screen, cell-based, luminescence, 7a,25-OHC stimulation, uHTS; G-protein coupled receptor 183 (Homo sapiens), P32249; 7a,25-OHC stimulated; inhibition, % at 5 µM; 360,000 tested, 0.81% active; AID 651636, 2012; in the data active = inhibition above about 38%;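 also: enzyme fragment complementation signal reports receptor beta-arrestin coupling in cells; 0% = agonist plus DMSO wells and 100% = wells without agonist; some results beyond the cut were filed as inactive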
# Target sequence (P32249 whole entry, looked up, the tested form may be a part): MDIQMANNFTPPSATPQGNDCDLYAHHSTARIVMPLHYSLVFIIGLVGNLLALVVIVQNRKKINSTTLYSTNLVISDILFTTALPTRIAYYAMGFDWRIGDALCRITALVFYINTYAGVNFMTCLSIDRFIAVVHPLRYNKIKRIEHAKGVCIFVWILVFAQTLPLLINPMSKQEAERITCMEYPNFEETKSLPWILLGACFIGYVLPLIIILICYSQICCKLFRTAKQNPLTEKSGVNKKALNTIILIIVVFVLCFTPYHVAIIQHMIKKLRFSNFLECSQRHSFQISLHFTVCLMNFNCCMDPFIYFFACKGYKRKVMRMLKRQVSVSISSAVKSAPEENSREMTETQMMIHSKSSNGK
# Gli-Sufu antag = Gli-Sufu pathway antagonists, primary screen, luciferase luminescence, Sufu-KO-LIGHT cells, uHTS; Sufu-KO-LIGHT fibroblasts, Gli luciferase reporter luminescence; inhibition, % at 5 µM; 340,000 tested, 0.74% active;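 active = inhibition above about 55%, limit read from the data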;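 also: 0% = DMSO-treated cells and 100% = wells with medium but no cells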
# CCR6 antag = CCR6 receptor antagonists, primary screen, cell-based, CHO-K1, luminescence, beta-arrestin, uHTS; CHO-K1 CCR6 PathHunter beta-arrestin, CCL20-stimulated; inhibition, % at 20 µM; AID 493098, 2011; 340,000 tested, 0.49% active;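 active = compounds whose inhibition of the agonist-driven luminescence signal at 20 µM reaches about 50%, limit read from the data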;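 also: cells stimulated with CCL20 at 14 nM final; plate controls were DMSO with CCL20 for no effect and DMSO without agonist for full effect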
# Target sequence (P51684 whole entry, looked up): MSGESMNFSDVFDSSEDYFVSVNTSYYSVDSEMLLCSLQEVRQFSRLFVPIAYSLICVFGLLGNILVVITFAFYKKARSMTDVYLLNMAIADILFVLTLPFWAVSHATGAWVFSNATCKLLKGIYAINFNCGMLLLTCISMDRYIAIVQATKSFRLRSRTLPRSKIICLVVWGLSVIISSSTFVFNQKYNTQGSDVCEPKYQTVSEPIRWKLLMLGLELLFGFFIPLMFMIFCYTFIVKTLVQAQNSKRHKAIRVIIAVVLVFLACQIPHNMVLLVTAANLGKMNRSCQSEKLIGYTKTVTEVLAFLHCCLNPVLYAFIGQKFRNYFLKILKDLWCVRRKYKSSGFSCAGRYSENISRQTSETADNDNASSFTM
# APJ antag = antagonists of human apelin receptor APJ, primary screen, CHO-K1 cells, beta-arrestin complementation, luminescence; 330,000 tested, 0.32% active; inhibition, % at 20 µM; P35414; AID 2521, 2010;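 active = inhibition above about 40% at 20 µM, limit read from the data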;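 also: cells challenged with 10 nM apelin-13 agonist together with compound; plate controls were apelin-13 plus DMSO wells for no effect and DMSO wells lacking apelin-13 for full effect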
# 697 NFkB inh = inhibitors of PMA/ionomycin-induced NF-kB reporter, 697 cells, primary screen, B-cell NF-kB inhibitor project, cell-based, luminescence, uHTS; 697 B-cell NF-kB luciferase reporter, 16 h; AID 435022, 2010; inhibition, % at 4 µM; 330,000 tested, 0.33% active; in the data active = inhibition above about 35%
# Jurkat NFkB inh = inhibitors of induced NF-kB luciferase reporter, primary screen, TCR NF-kB activation inhibitor project, cell-based, luminescence, uHTS; inhibition, % at 4 µM; Jurkat, PMA/ionomycin-induced NF-kB luciferase reporter; 330,000 tested, 0.53% active; in the data active = inhibition above about 50%
# The depositor's hits bear a star; nt = not tested or not shown.
# Short keys – A = UBC13 inh; B = CXCR6 inh; C = EBI2 antag; D = Gli-Sufu antag; E = CCR6 antag; F = APJ antag; G = 697 NFkB inh; H = Jurkat NFkB inh
CCOCc1c(C(=O)N2CCN(Cc3ccc(Br)s3)CC2)oc2ccccc12
  A: -4; B: 0; C: 6; D: 2; E: 13; F: 3; G: 10; H: 2

Nc1nc(-c2ccco2)nn1C(=O)c1ccc(Cl)cc1
  A: 11; B: -7; C: -10; D: -18; E: 6; F: 13; G: 16; H: -7

CC(=O)c1cccc(NC(=O)c2cc(-n3cnnc3)ccc2Cl)c1
  A: -2; B: -2; C: -1; D: -1; E: 2; F: -13; G: 20; H: 2

COC(=O)C1N2C(=O)[C@@H](NC(=O)COc3ccccc3)[C@H]2SC1(C)C (stereo partly specified)
  A: 0; B: -4; C: -11; D: -10; E: 9; F: -2; G: 10; H: 2

COc1ccc2cc(C(=O)N3CCN(c4ccccc4F)CC3)[nH]c2c1
  A: 6; B: -5; C: 65*; D: nt; E: 3; F: -1; G: -3; H: -52

Cc1ccc(Cl)cc1N1CCN(C(=O)Cn2ncn3cccc3c2=O)CC1
  A: -1; B: 6; C: 1; D: 30; E: -11; F: -8; G: -21; H: 10

Cc1ccccc1OCCSc1nnc(-c2cccnc2)n1N
  A: 7; B: -1; C: -2; D: 0; E: 6; F: -2; G: 3; H: 16

Fc1ccc(/C=N/Nc2nnnn2-c2ccccc2)cc1
  A: 1; B: 2; C: 2; D: 11; E: -1; F: 2; G: 19; H: -2

COc1ccccc1NC(=O)COC(=O)c1c[nH]c(=O)[nH]c1=O
  A: 17; B: 2; C: 8; D: 4; E: 11; F: -12; G: 4; H: 7

Cn1c(=O)n(C)c2cc(C(=O)O)ccc21
  A: 8; B: -6; C: -8; D: 11; E: -7; F: -2; G: 13; H: 17

# Overlap with the part before: four compounds, followed by the next part.
# Short keys – A = UBC13 inh; B = CXCR6 inh; C = EBI2 antag; D = Gli-Sufu antag; E = CCR6 antag; F = APJ antag; G = 697 NFkB inh; H = Jurkat NFkB inh
Cc1ccccc1OCCSc1nnc(-c2cccnc2)n1N
  A: 7; B: -1; C: -2; D: 0; E: 6; F: -2; G: 3; H: 16

Fc1ccc(/C=N/Nc2nnnn2-c2ccccc2)cc1
  A: 1; B: 2; C: 2; D: 11; E: -1; F: 2; G: 19; H: -2

COc1ccccc1NC(=O)COC(=O)c1c[nH]c(=O)[nH]c1=O
  A: 17; B: 2; C: 8; D: 4; E: 11; F: -12; G: 4; H: 7

Cn1c(=O)n(C)c2cc(C(=O)O)ccc21
  A: 8; B: -6; C: -8; D: 11; E: -7; F: -2; G: 13; H: 17

COc1ccc(NCc2ccc(OC)c(OC)c2)cc1
  A: -3; B: nt; C: nt; D: nt; E: nt; F: -10; G: 7; H: -2

CCCCCCCNC(=O)C1(CC2CC(c3cccc(Br)c3)=NO2)CCN(C(=O)C2CCCC2)CC1 (stereo unspecified)
  A: -5; B: 22; C: 16; D: -8; E: 19; F: 7; G: 6; H: 16

COc1ccc(CCNC(=O)CCc2nnc(Cc3ccc4c(c3)OCO4)o2)c(OC)c1
  A: -4; B: -4; C: 6; D: 12; E: 11; F: 13; G: -3; H: 1

Cc1ccc(CNC(=O)c2cc(Cl)cc(Cl)c2)n1C
  A: 1; B: 1; C: 0; D: 6; E: 5; F: 10; G: 8; H: -8

O=C(C=Cc1ccco1)N1CCOCC1
  A: nt; B: -7; C: -22; D: 4; E: 1; F: nt; G: nt; H: nt

O=C(CN1C(=O)c2ccccc2C1=O)NCc1ccncc1
  A: 17; B: 1; C: -15; D: -2; E: -1; F: 7; G: 16; H: 6

Cc1ccc(O)c(C(=O)c2cc(C#N)c(=O)n(-c3c(C)n(C)n(-c4ccccc4)c3=O)c2)c1
  A: 6; B: 5; C: -18; D: -2; E: -15; F: 13; G: 21; H: 11

COc1ccc(N/C=C\C(=O)c2ccc3c(c2)OCO3)cc1
  A: 4; B: 16; C: 8; D: -107; E: 6; F: 11; G: -128; H: -105

CCCc1nnc(NC(=O)C2CCN(C(=O)c3ccco3)CC2)s1
  A: 1; B: 4; C: 6; D: -6; E: 10; F: 14; G: -11; H: -2

CCOC(=O)c1ccccc1NS(=O)(=O)c1ccc(OCC)cc1
  A: 4; B: 5; C: 8; D: 2; E: 17; F: 29; G: -88; H: 62*

COc1cc(C(=O)NC(C)c2cc(C)ccc2C)ccc1OCC(=O)N1CCOCC1 (stereo unspecified)
  A: 2; B: -4; C: -9; D: 0; E: -2; F: 16; G: 18; H: 5

NNC(=O)c1n[nH]c(=O)c2ccccc12
  A: -15; B: 2; C: -4; D: 3; E: 5; F: 5; G: 9; H: -9

OCCC1CN(Cc2ccccc2O)CCN1CCc1ccccc1 (stereo unspecified)
  A: 8; B: 5; C: 3; D: 11; E: 11; F: 6; G: 3; H: 15

COc1ccc(-n2nc3c(c2NC(=O)c2ccc4c(c2)OCO4)CS(=O)(=O)C3)cc1
  A: -10; B: 0; C: -10; D: -13; E: -1; F: -7; G: -27; H: 7

COc1ccc(Cn2nc(-c3ccccc3)c(N3CCCCC3)cc2=O)cc1
  A: -4; B: -4; C: 19; D: 3; E: 18; F: 11; G: -4; H: -7

S=C(NCCc1ccccn1)Nc1ccccc1Cl
  A: 3; B: 4; C: 1; D: -2; E: 9; F: 10; G: 12; H: 10

CCCCN(CC)CCCNC(=O)CC1Oc2ccccc2NC1=O (stereo unspecified)
  A: -9; B: -4; C: -18; D: 8; E: 1; F: -18; G: 7; H: 3

Cn1cccc1CC(=O)N/N=C/c1cc([N+](=O)[O-])ccc1Cl
  A: 2; B: -11; C: -20; D: 9; E: -13; F: -3; G: 14; H: 16

C/C(=N\Nc1nncc2ccccc12)c1ccc(C(C)(C)C)cc1
  A: -4; B: -8; C: 1; D: -71; E: 15; F: 16; G: -57; H: -65

CCCCC(=O)Nc1ccccc1N1CCN(c2ccc(F)cc2)CC1
  A: 5; B: 5; C: -5; D: 5; E: 12; F: -7; G: -7; H: 18

O=C(c1cnccn1)N1CCN(S(=O)(=O)c2cccc(Cl)c2)CC1
  A: 14; B: 5; C: 0; D: -2; E: 6; F: 3; G: -4; H: -4

CC(=O)Nc1ccc(S(=O)(=O)Nc2c(C)nn(-c3ccccc3)c2C)cc1
  A: 3; B: -8; C: -7; D: 7; E: 11; F: 9; G: 3; H: -1

COc1cc(C(=O)N/N=C/c2coc3ccccc3c2=O)cc(OC)c1OC
  A: 2; B: -22; C: -1; D: -3; E: -20; F: -3; G: 8; H: -2

O=C(CC1C(=O)NCCN1CC1CCCCC1)NCCCN1CCOCC1 (stereo unspecified)
  A: 5; B: -3; C: -23; D: -3; E: 12; F: 0; G: -1; H: 15

CN(CC(=O)Nc1sccc1C#N)C1CCCCC1
  A: -8; B: 1; C: 5; D: 0; E: 13; F: 17; G: 11; H: -3

CC(=O)c1cccc(NC(=O)N2CCCC2C(=O)Nc2c(C)cccc2C)c1 (stereo unspecified)
  A: 2; B: -16; C: -17; D: 5; E: 9; F: 9; G: 11; H: 8

CCC[n+]1c2ccccc2cc2ccccc21
  A: 4; B: -1; C: -13; D: 11; E: -29; F: 2; G: -15; H: -3

O=C(NCCNC(=O)c1ccco1)c1ccco1
  A: -6; B: 0; C: -17; D: -8; E: 5; F: 17; G: 6; H: 1

OC(COc1cc(Cl)c(Cl)cc1Cl)CN1CCN(c2ncccn2)CC1 (stereo unspecified)
  A: -1; B: -3; C: -9; D: 12; E: -9; F: -8; G: -40; H: 9

CC(C)[C@H](NC(=O)OCc1ccccc1)C(=O)OCc1cc(=O)oc2cc(O)ccc12
  A: 4; B: 3; C: 12; D: -3; E: 23; F: 9; G: 8; H: -1

CCC(C)c1ccc(NC(=O)COC(=O)CCNC(=O)c2ccco2)cc1 (stereo unspecified)
  A: -2; B: 4; C: 1; D: -2; E: 5; F: -2; G: 13; H: -2

Cc1ccccc1NC(=O)C1C2CCC(O2)C1C(=O)O (stereo unspecified)
  A: -8; B: -8; C: -2; D: 3; E: 11; F: 19; G: -4; H: -1

C[n+]1nc(Nc2ccccc2)sc1-c1ccc(O)cc1
  A: -3; B: -2; C: 4; D: -7; E: 8; F: 3; G: -9; H: -5

O=C(Nc1nnc(CC2=CCCCC2)s1)c1cccs1
  A: 5; B: -8; C: -13; D: -22; E: 13; F: 9; G: -71; H: -35

N#Cc1nc(COc2ccccc2Cl)oc1N1CCCC1
  A: -15; B: 5; C: 14; D: -23; E: 19; F: 6; G: -28; H: -11

O=C(CSc1nc(-c2ccccc2)nc2ccc(F)cc12)Nc1cccc(C(=O)O)c1
  A: -22; B: 6; C: -9; D: 4; E: -5; F: 2; G: -5; H: 1

COc1ccc(CN2CC(C(N)=O)Oc3ccccc32)cc1F (stereo unspecified)
  A: 5; B: -6; C: 9; D: -7; E: 9; F: 20; G: 14; H: 6

Nn1c(SCC(=O)Nc2ccc(F)cc2)nnc1C1CCCCC1
  A: 2; B: 4; C: 9; D: 4; E: 3; F: 6; G: 18; H: 3

COc1ccc(/C=C2\SC(=S)N(CC3CCCO3)C2=O)cc1 (stereo unspecified)
  A: -13; B: -1; C: 14; D: 8; E: 17; F: -26; G: 1; H: 0

O=C(O)COc1ccc(/C=N/NC(=O)/C(=C/C=C/c2ccccc2)NC(=O)c2ccccc2)cc1
  A: -42; B: -2; C: 3; D: 40; E: 13; F: 5; G: -8; H: 6

CCC(=O)Oc1ccc(C(=O)Nc2cccc(C(=O)c3ccccc3)c2)cc1
  A: 2; B: -14; C: 0; D: 4; E: 4; F: -11; G: -30; H: -13

CCn1c(C(C)NC(=O)c2cccc(C)c2)n[nH]c1=S (stereo unspecified)
  A: 0; B: -5; C: 2; D: 0; E: -1; F: -1; G: -6; H: 1

Oc1ccc(CNCC2COc3ccccc3O2)cc1 (stereo unspecified)
  A: -1; B: -4; C: 0; D: -20; E: 5; F: -2; G: 12; H: -6

O=C(CSc1nncs1)Nc1nnc(-c2ccccc2)o1
  A: 3; B: 2; C: -5; D: -4; E: -9; F: 18; G: -5; H: -14

CC(C)(C)c1ccc(/C=C2\SC(=O)N(CCNC(=O)c3cccc(S(=O)(=O)N4CCOCC4)c3)C2=O)cc1
  A: -12; B: 4; C: 11; D: 38; E: -1; F: -7; G: -408; H: -85

COCCCNC(=S)N/N=C/c1ccc(O)cc1
  A: -11; B: 0; C: 7; D: 1; E: 3; F: 14; G: -22; H: 10

NC(=O)C1CC(=O)N(c2ccc(OCC(=O)NCc3ccccc3)cc2)C1 (stereo unspecified)
  A: 6; B: 10; C: 15; D: 23; E: 7; F: 4; G: 12; H: -8

C=C1c2ccccc2NC(=S)N1Cc1ccc2c(c1)OCO2
  A: 1; B: 5; C: 0; D: -39; E: -1; F: 6; G: -76; H: -72

Cc1c(C(=O)OCc2nnc(-c3ccccc3)o2)oc2ccccc12
  A: 4; B: -2; C: 5; D: -2; E: 16; F: 8; G: 3; H: -6

COc1ccc(CCNC(=O)c2cc(-c3cc(C)c(C)cc3O)n[nH]2)cc1OC
  A: 0; B: -3; C: 15; D: 4; E: -14; F: -11; G: -1; H: -3

# Next section:
# Short keys – A = UBC13 inh; B = CXCR6 inh; C = EBI2 antag; D = Gli-Sufu antag; E = CCR6 antag; F = APJ antag; G = 697 NFkB inh; H = Jurkat NFkB inh
O=C(COC(=O)c1ccc2c(c1)OCO2)NCc1ccc(Cl)cc1
  A: 2; B: 6; C: -1; D: 17; E: -5; F: 4; G: 13; H: -4

Cc1cc2nncn2c(Cc2ccccc2)n1
  A: -4; B: 1; C: -9; D: 4; E: 12; F: -3; G: 16; H: 8

Cc1nn(-c2cc(Cl)ccc2Cl)c(C)c1C(=O)O
  A: 4; B: -5; C: -16; D: -2; E: 6; F: 0; G: 6; H: -15

CC(NC(=O)c1ccco1)c1ccc(-n2ccnc2)cc1 (stereo unspecified)
  A: -3; B: -1; C: -7; D: -7; E: 10; F: -48; G: -2; H: 0

CCCc1nc(SCc2ccccn2)c2c(=O)n(C)c(=O)n(C)c2n1
  A: 9; B: 9; C: 1; D: 7; E: 9; F: -2; G: -35; H: -6
